p53ts 32C kill: kills p53ts cells at the permissive temperature; H1299-p53A138V at 32C, ATP luminescence viability, 24 h; Potency, µM (top dose mostly 46.1 µM), for inactives: at the highest dose activity change, negative = cytotoxicity, hits mostly cytotoxic; 130,000 tested, 0.93% active; AID 924;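 also: 0% = DMSO and -100% = full killing by reference compound; nearly all actives have a fitted effect of over 55% in size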
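ATP-content luminescence (ATPlite) read-out after 24 h compound exposure at 32C in H1299-p53A138V cells (600/well). Tested up to 46 uM. Normalized to DMSO (0%) and 100 uM tamoxifen (100% killing); Hill-fit AC50.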
Peg3 imprint: inducers of genomic imprint erasure in mouse ES cells. mouse ES Peg3-LacZ reporter, beta-gal luminescence, 40 h. AID 1948. 110,000 tested, 0.02% active. Potency, µM (doses to about 60.7 µM), for inactives: at the highest dose activity change, positive = activation, actives largely listed as activators;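 also: 0% = negative control wells on the plate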
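Gelatin-coated wells received 300 freshly trypsinized female ES cells with a Peg3LacZ-Neo reporter on the maternal allele, then incubated 40 hours at 37C. BetaGlo was added for 5 minutes at room temperature before a single luminescence read.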
p53ts 39C tox: cytotoxicity in p53ts cells at nonpermissive temperature; Potency, µM (titrated, usually from 46.1 µM), inactives show top-dose activity change, negative = cell killing, hits mostly cytotoxic; AID 902; H1299-p53A138V viability at 39C, ATP luminescence, 24 h; 130,000 tested, 1.5% active; also: nearly all actives have a fitted effect of over 55% in size
IkB sig inh: inhibitors of IkB signaling in ABC-DLBCL cells; 110,000 tested, 0.04% active; Potency, µM (top dose mostly 57.1 µM), inactives show at the top dose IkBa stabilization activation; AID 445; ABC-DLBCL IkBa-CBG/CBR dual luciferase ratio, 4 h; response scale: scaled: untreated 0%, proteasome inhibitor 100%; active = well fitted curve in the direction sought with a large enough effect in the signal ratio, not every such curve was filed as active; inconclusive = small, poorly fitted or top-dose-only effect, or a change in a side signal; the % refers to the signal ratio;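 also: the direction sought is a rising ratio; 0% = basal untreated cells and 100% = reference inhibitor full response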
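In this assay, an IκBα–CBG68 fusion accumulates when IKK-driven degradation is blocked; native CBR normalizes for cell number. OCI-Ly3 cells were treated 4 h with compound and doxycycline, then green and red light read after Chroma-Glo addition.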
Numbers without * were called inactive; ? = inconclusive; . = no result given; [ ] = dose if it differs, or a comment. Unless noted, calls follow the shape of the dose curve; as a rule, active = well fitted curve in the direction sought with a large enough effect; inconclusive = small, poorly fitted or top-dose-only effect, or another doubt; inactive = no such curve, though single readings can be large; an effect the other way counts as inactive or inconclusive. Unless noted, % is scaled to controls: 0 for no effect and ±100 for the full control effect; potency is read from the fitted curve at half-maximal effect.

SMILES	p53ts 32C kill	Peg3 imprint	p53ts 39C tox	IkB sig inh
Cc1ccc(CNc2oc(-c3ccc(COc4ccc(C)cc4)o3)nc2C#N)cc1	22%	-11%[10.9 µM]	32%[activator]	?
Cc1cccn2c(=O)cc(COc3ccc(NC(=O)COc4ccc(F)cc4)cc3)nc12	2%	13%[10.9 µM]	-3%	0.1%
CN1CCN(c2ncc3nc(-c4cccc(C#N)c4)c(=O)n(CCC#N)c3n2)CC1	-7%	-9%	-1%	0.3%[11.4 µM]
CC1(C)Cc2c(C#N)c(N3CCOCC3)nc(-c3ccccc3)c2CO1	-10%	.	-3%	.
O=S(=O)(c1cccs1)N1CCN(Cc2ccccc2)CC1	-4%	.	2%	1.0%
Cc1ccc(OS(=O)(=O)c2ccccc2)c(/C=N/N=C2\NC(=O)C(C)S2)c1 (stereo not drawn)	-18%	.	-12%	.
COc1ccc(-c2nn3c(=O)cc(CN4CCN(C(=O)/C=C/c5ccccc5)CC4)nc3s2)cc1	-7%	-8%[10.9 µM]	10%	0.4%
Cc1cccc(-c2c3c(=O)n(C)c(=O)n(C)c3c3c(C)nc4ccccc4n23)c1	5%	3%[10.9 µM]	15%	-0.3%
CCOC(=O)c1ccc(Nc2ncnc3c2cnn3C)cc1	2%	-11%	6%	-1.4%
COc1ccc(CCCc2nnc(SCC(=O)Nc3nc(C)cs3)n2C)cc1C	-3%	-24%	4%	1.1%
CCCC(C(=O)OCCN(CC)CC)(c1ccccc1)c1ccccc1	-4%	-21%	-12%	-0.1%[25.6 µM]
COc1ccc(C(=O)Nc2cc(NC(=O)c3ccco3)ccc2OC)cc1Cl	-14%	-6%[10.9 µM]	-15%	-1.3%
Cc1ccc(NC2=NC(c3ccco3)n3c(nc(C)cc3=O)N2)c(C)c1 (stereo not drawn)	7%	-11%	11%	3.6%
O=C(CSc1nc2sc3c(c2c(=O)n1-c1ccccc1)CCCC3)NCc1ccco1	-8%	-19%	-9%	1.9%
COc1ccc(O[C@H]2C=C[C@@H](c3ccccc3)O[C@@H]2CO/N=C\[C@@H](C)[C@H](OCc2ccccc2)C(C)C)cc1	-1%[9.22 µM]	.	10%[9.22 µM]	.
O=C(CCn1c(=O)oc2ccccc21)N1CCN(c2ccc(F)cc2)CC1	3%	-10%	-4%	0.2%
O=C(NCCO)c1ccc(Cl)c(Cl)c1	-3%	-3%	10%	0.2%
c1ccc(OCCSc2ncnc3nc[nH]c23)cc1	-9%	-16%	-7%	?
Cc1cc(C)nc(-n2nc(C)cc2NC(=O)CN2CCCC(C)C2)n1 (stereo not drawn)	-2%	-4%	2%	-1.7%
COc1cc(C(=O)O)cc(OC)c1OCc1cc(C(=O)O)oc1C	14%	-4%	-4%	0.0%
Cc1onc(-c2ccccc2Cl)c1C(=O)NCc1ccc(S(N)(=O)=O)cc1	11%	-6%	1%	0.2%
Cc1cccc(C(=O)Nc2cccc(C(=O)OCc3cc(=O)n4nc(C5CC5)sc4n3)c2)c1	5%	-73%[inhibitor][10.9 µM]	?	?
O=C(COC(=O)c1ccccc1NC(=O)c1ccco1)Nc1ccc2c(c1)OCO2	5%	-47%[inhibitor]	-13%	?
CC1Oc2ccccc2N(Cc2cccnc2)C1=O (stereo not drawn)	-20%	-8%	-12%	-1.5%
COc1ccc(C2=C(Nc3ccc(Br)c(C)c3)c3ccccc3C2=O)cc1	-4%	-9%[10.9 µM]	-14%	?
CCOC(=O)C1CCCN(Cc2cn3c(-c4cccc(Br)c4)nnc3s2)C1 (stereo not drawn)	5%	-11%[10.9 µM]	-28%	16%
CCOC(=O)c1cc2c(=O)n3ccccc3nc2n(CC(C)C)c1=NC(=O)c1cc2ccccc2o1	-4%	7%[10.9 µM]	17%	?
COc1ccc(-c2nc(-c3cccc(C)c3)no2)cc1OC	-3%	?	-5%	3.8%
CCn1nc(C)c(CCN(C)C(=O)Nc2ccc(C)c(Cl)c2)c1C	-2%	-10%[10.9 µM]	?	0.1%
CCOC(=O)C1CCCN(CCC(=O)Nc2ccc(OC)cc2OC)C1 (stereo not drawn)	-7%	-10%[10.9 µM]	7%	-0.3%
c1ccc(-n2ncc3c(NCc4ccc5c(c4)OCO5)ncnc32)cc1	2%	-11%	-6%	-4.6%
CCc1ccc(NCc2cc3ccc(OC)cc3n(CC(=O)Nc3ccccc3C)c2=O)cc1	-3%	-4%[10.9 µM]	?	-0.2%
COc1ccc(-c2cc(-c3ccccc3)nc(SCC(=O)Nc3ccccc3C)c2C#N)cc1	-5%	-6%[10.9 µM]	4%	-0.9%
COc1ccc(CCNC(=O)c2c(O)nc3c(C)cccn3c2=O)cc1	6%	-5%[10.9 µM]	-13%	?
O=C(NCCN1C(=O)CSC1=O)C1CC(=O)N(c2ccccc2)C1 (stereo not drawn)	-3%	13%	9%	2.3%
CCc1ccc(NC(=O)C2CCCN(c3nnc(C)c4c(C)n(-c5ccccc5)nc34)C2)cc1 (stereo not drawn)	-11%	7%[10.9 µM]	38%[activator]	-0.7%
CCCCN(CC)CCCNC(=O)c1cc2c(=O)[nH]c3ccccc3c2n1C	-5%	6%[10.9 µM]	-8%	-1.7%
O=C1c2oc3ccccc3c(=O)c2C(c2ccc(Br)cc2)N1c1ncccn1 (stereo not drawn)	5%	-1%	-3%	0.2%
O=C(O)c1ccc2c(c1)ncn2-c1ccc(F)c(F)c1	-10%	-11%[10.9 µM]	1%	1.6%
CC(CCN(C)C)OC(=O)c1ccc(C(C)c2ccccc2)o1 (stereo not drawn)	1%	-16%	0%	0.4%
COc1ccc(CCNC(=O)c2[nH]c(C)c(C(C)=O)c2C)cc1OC	-11%	-1%	-12%	-0.3%
CCOC(=O)c1cc(C)n(CC2CCC(C(=O)Nc3ccccc3OC)CC2)c1C (stereo not drawn)	8%	15%[10.9 µM]	-11%	-2.3%
CCN(C(=O)Cc1cccs1)c1nnc(-c2cccnc2)s1	10%	-20%	-15%	-0.1%
NS(=O)(=O)c1cc(C(=O)O)c(Cl)c([N+](=O)[O-])c1Cl	0%[9.22 µM]	-13%[10.9 µM]	7%[9.22 µM]	0.2%[11.4 µM]
CCc1cccc(C)c1NC(=O)C1CCN(c2nnc(C)c3c(C)n(-c4ccccc4)nc23)CC1	0%	13%[10.9 µM]	7%	0.0%

Compound profiles, from the list above. Screens in order: p53ts 32C kill	Peg3 imprint	p53ts 39C tox	IkB sig inh
`O=C(NCCN1C(=O)CSC1=O)C1CC(=O)N(c2ccccc2)C1` (stereo not drawn) across the screens: -3%	13%	9%	2.3%
`CCc1cccc(C)c1NC(=O)C1CCN(c2nnc(C)c3c(C)n(-c4ccccc4)nc23)CC1` across the screens: 0%	13%[10.9 µM]	7%	0.0%
`O=C(O)c1ccc2c(c1)ncn2-c1ccc(F)c(F)c1` across the screens: -10%	-11%[10.9 µM]	1%	1.6%
`CCN(C(=O)Cc1cccs1)c1nnc(-c2cccnc2)s1` across the screens: 10%	-20%	-15%	-0.1%
`CCCCN(CC)CCCNC(=O)c1cc2c(=O)[nH]c3ccccc3c2n1C` across the screens: -5%	6%[10.9 µM]	-8%	-1.7%

(listing goes on)
SMILES	p53ts 32C kill	Peg3 imprint	p53ts 39C tox	IkB sig inh
N#Cc1nc(N2CCCCC2)nc(N2CCOCC2)n1	-5%	7%	3%	1.7%
CCC(C)NC(=O)CSC1=Nc2ccccc2C2=NC(CC(=O)NCc3ccc(F)cc3)C(=O)N12 (stereo not drawn)	0%	5%	-8%	-1.2%
CCSCc1nnc(SCC(=O)c2ccc(OC)cc2)n1C	10%	-14%	14%	-0.8%
Nc1nc(Cl)nc2c1ncn2[C@@H]1O[C@@H](COP(=O)(O)OP(=O)(O)OP(=O)(O)O)[C@@H](O)[C@H]1O	?	.	?	?
CC(=O)Nc1nc2ccc(-c3nc4ccccc4o3)cc2s1	-8%	.	-5%	.
CCN(c1ccccc1)S(=O)(=O)c1nnc(NC(=O)C2CCCCC2)s1	-17%	?	?	2.4%
COCCNc1ccc2cc(S(=O)(=O)N3CCCCC3)ccc2n1	3%	-11%[10.9 µM]	-20%	-1.5%
Cc1cc(C)n(Cc2ccc(F)cc2)c(=O)c1C#N	3%	-13%	4%	-0.8%
CCC(=O)Nc1cc2nn(-c3ccccc3)nc2cc1Cl	?	-23%	?	-1.4%
CCCCC(=O)Nc1ccc(NC(=O)C2CC2)nc1	2%	3%	-11%	1.4%
CC(=O)N1CCc2c(sc3c2c(=O)n(Cc2ccccc2)c(=O)n3Cc2ccc(Cl)cc2)C1	-6%	-15%[10.9 µM]	-17%	?
CC(C)C1(C)C(=O)N=C2c3ccccc3C(=O)N21 (stereo not drawn)	-1%	1%	0%	-0.6%
CCOC(=O)c1sc(NC(=O)CSc2nnc(-c3ccc(OC)cc3)n2CCOC)nc1C	-3%	0%	-13%	0.8%
COc1ccccc1OCc1nc(C#N)c(N2CC(C)CC(C)C2)o1 (stereo not drawn)	2%	-12%	-2%	2.0%
CCCSc1ncc(Cl)c(C(=O)NCc2ccc(C)cc2)n1	9%	-10%[10.9 µM]	-23%	-1.1%
COCCN(C(=O)COc1ccc(Cl)cc1)c1nnc(-c2cccnc2)s1	5%	.	13%	.
CCCCOCCCNS(=O)(=O)Cc1ccccc1	-7%	2%	4%	0.1%
COc1cccc(CNC(=O)Cn2c(=O)n3nc(-c4cccc(F)c4)nc3c3ccccc32)c1	-5%	-7%[10.9 µM]	-29%	-2.4%
O=C(Nc1ccc(Br)cc1)c1ccc(F)c(S(=O)(=O)N2CCCc3ccccc32)c1	18%	-26%[10.9 µM]	-11%	?
COc1ccccc1N1CCN(c2ncc3c(n2)CCN(Cc2ccc(C)s2)C3)CC1	-5%	-11%[10.9 µM]	-12%	?
COc1ccccc1CNC(=O)CCCn1c(=O)c2ccccc2n(CC(=O)Nc2ccc(C)cc2Cl)c1=O	?	?	-3%	0.8%
Cc1ccc(CNC(=O)C2CCCN(S(=O)(=O)c3ccc4c(c3)oc(=O)n4C)C2)cc1 (stereo not drawn)	-8%	-6%[10.9 µM]	?	0.0%
CCn1c(CN2CCCCC2)nc2cc(NC(=O)c3cccc([N+](=O)[O-])c3)ccc21	-5%	-11%[10.9 µM]	8%	?
Cc1ccc(OCC(=O)Nc2ccc3nc(SCCOc4ccccc4)sc3c2)cc1	-2%	-10%[10.9 µM]	-18%	-1.7%
Cc1ccn2c(Nc3ccc(C(C)C)cc3)c(-c3cccs3)nc2c1	-8%	-5%[10.9 µM]	-16%	6.9%
CC1=C(C(=O)OC(C)C)C(c2cccc(F)c2)n2ncnc2N1 (stereo not drawn)	6%	-10%	5%	-1.5%
COc1cccc(C(=O)NCC(=O)OCC(=O)C(C)(C)C)c1	-18%	.	-1%	.
O=C(CCS(=O)(=O)c1cccs1)Nc1ccc(C(=O)NCc2cccs2)cc1	-6%	-3%	-14%	1.8%
COc1ccc(CNc2oc(/C=C/c3cccc(OC)c3)nc2C#N)cc1	3%	-6%[10.9 µM]	-24%	-0.5%
c1cc(N2CCCC2)ccc1C(c1nnnn1C1CCCCC1)N1CCOCC1 (stereo not drawn)	3%	-25%	-14%	1.9%
Oc1ccc(Cl)cc1C1=Nc2ccccc2N=C(c2cccc(Br)c2)C1	-4%	-18%[10.9 µM]	-8%	-2.9%
Cc1nn(-c2ccccc2)c(C)c1C(=O)Nc1nnc(-c2ccco2)o1	-2%	-13%	-27%	?
CCOC(=O)c1cc(S(=O)(=O)Nc2ccc(OC(F)(F)F)cc2)[nH]n1	1%	-12%[10.9 µM]	-14%	?
CCN(CC)c1ccc(NC(=O)CCS(=O)(=O)c2cccc3nsnc23)c(C)c1	-12%	-16%[10.9 µM]	-11%	?
O=C(Cn1cccc1)NC1CCCCCC1	-5%	1%	5%	2.9%
COc1ccc2c(=O)cc(-c3ccncc3)oc2c1OC	2%[9.22 µM]	5%[10.9 µM]	-1%[9.22 µM]	?
CC1(C)CCCC2=C1CC1C(=O)N(Cc3cccnc3)C(=O)C1C2 (stereo not drawn)	-8%	-16%	7%	-1.8%

2 entries drawn at random from the list so far, as already listed:
SMILES	p53ts 32C kill	Peg3 imprint	p53ts 39C tox	IkB sig inh
Cc1nn(-c2ccccc2)c(C)c1C(=O)Nc1nnc(-c2ccco2)o1	-2%	-13%	-27%	?
CCOC(=O)c1cc(S(=O)(=O)Nc2ccc(OC(F)(F)F)cc2)[nH]n1	1%	-12%[10.9 µM]	-14%	?

Screening data as filed in PubChem BioAssay.
